# Mac1 fbg inh: inhibitors of human CD11b/CD18 binding to fibrinogen | AID 1497 | P05107+P11215 | K562 CD11b/CD18 adhesion to fibrinogen, ATPlite luminescence; Mn2+ added to activate the integrin | inhibition, % at 10 µM | hit rate 0.54% among 93,000;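 active = primary inhibition of 50% or more at 10 µM, then 40% or more on retest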; also: some results filed as inactive read as strong as hits
# CD11b adhes enh: enhancers of human CD11b/CD18 binding to fibrinogen; K562 CD11b/CD18 adhesion to fibrinogen, ATPlite luminescence; P05107+P11215; activation, % at 10 µM; hit rate 0.07% among 93,000;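 active = 10 µM primary screen giving 50% or more activity, confirmed by 40% or more on retest at that dose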; also: strong numbers were not always called active
# Plk1 PBD FP: inhibitors of human Plk1 polo box domain binding. P53350. Plk1 PBD phosphopeptide binding, fluorescence polarization. hit rate 0.13% among 97,000. inhibition, %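 (tested at about 20 µM)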. AID 693; in the data active = inhibition above about 34%, passing the limit was not always enough
# ERa coact inh: blocks coactivator binding to human estrogen receptor alpha | TR-FRET ER-alpha LBD / SRC-1 peptide, estradiol-bound | inhibition, % at 25.6 µM | hit rate 1.7% among 86,000 | AID 629; in the data active = inhibition above about 50%;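 also: 0% = receptor plus peptide control and 100% = peptide only without receptor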
# Target sequence (P03372 whole entry, looked up, the tested form may be a part): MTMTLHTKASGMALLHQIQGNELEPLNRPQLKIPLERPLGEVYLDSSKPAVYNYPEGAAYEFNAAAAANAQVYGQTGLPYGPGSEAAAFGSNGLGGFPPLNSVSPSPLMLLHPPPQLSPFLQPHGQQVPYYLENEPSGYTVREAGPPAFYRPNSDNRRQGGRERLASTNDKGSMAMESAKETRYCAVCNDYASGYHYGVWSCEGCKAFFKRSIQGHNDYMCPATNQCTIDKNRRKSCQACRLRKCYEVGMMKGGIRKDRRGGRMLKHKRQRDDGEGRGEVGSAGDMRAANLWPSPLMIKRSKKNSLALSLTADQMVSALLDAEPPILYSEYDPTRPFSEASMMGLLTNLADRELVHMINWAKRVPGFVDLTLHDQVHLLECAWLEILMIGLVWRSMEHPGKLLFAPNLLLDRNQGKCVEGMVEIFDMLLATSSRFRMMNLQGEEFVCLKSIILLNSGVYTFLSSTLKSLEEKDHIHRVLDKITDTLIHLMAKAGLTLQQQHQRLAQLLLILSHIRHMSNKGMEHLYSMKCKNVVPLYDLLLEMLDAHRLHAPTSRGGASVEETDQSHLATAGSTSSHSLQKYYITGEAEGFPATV
# ERb SRC1 inh: ER-beta (human) coactivator binding inhibition. Q92731. TR-FRET ER-beta LBD / SRC1-Cy5 peptide binding; receptor agonist-loaded with 1 µM estradiol. inhibition, % at 25.6 µM. hit rate 1.3% among 86,000;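 active = compounds whose percent inhibition of the receptor-coactivator binding signal exceeds about 50% in the single-dose screen, limit read from the data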;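 also: 0% = receptor plus peptide wells without compound and 100% = peptide-only wells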
# PLK1 inh: PLK1 (human) kinase inhibition; P53350; recombinant PLK1 kinase, TR-FRET peptide phosphorylation; inhibition, % at 10 µM; hit rate 0.53% among 97,000; AID 619;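 active = inhibition of 50% or more in the single-concentration screen; inactive = inhibition below 50%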;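 also: 0% = DMSO max control and 100% = H-89 dihydrochloride min control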
# ERa coact pot: enhances coactivator binding to human estrogen receptor alpha; TR-FRET ERalpha-LBD/SRC-Cy5 coactivator binding, 2 h; 100 = basal binding, no effect; coactivator binding (% of control), % at 25.6 µM; AID 639; hit rate 1.3% among 86,000; P03372; in the data active = activity above about 200%;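 also: binding measured in presence of low estradiol as agonist stimulus; 0% = peptide alone without receptor and 100% = receptor with peptide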
# HIV Rev-RRE inh: disrupts HIV-1 Rev binding to RRE RNA | Rev peptide-RRE RNA binding, FRET | AID 704 | P05866 | inhibition, % at 8 µM | hit rate 0.79% among 97,000;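 active = inhibition above the screen-wide mean plus 3 SD, cut at about 35% in these data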;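 also: 0% = median DMSO wells and 100% = median Neomycin B control wells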
# Target sequence (P05866 whole entry, looked up): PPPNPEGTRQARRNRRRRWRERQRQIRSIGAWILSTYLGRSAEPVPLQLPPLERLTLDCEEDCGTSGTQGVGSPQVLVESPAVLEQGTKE
#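 Material: labelled RRE RNA duplex and labelled Rev peptide / Buffer or medium: HEPES pH 7.5 salt buffer with EDTA / Compound dosing: single point, 8 µM final nominal compound concentration / Benchmarks: DMSO low control, neomycin B high control / Timing: 5 min preincubation and 15 min binding, 25 °C / Technique: FRET fluorescence readout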
# FAK inh: inhibitors of human focal adhesion kinase | Q05397 | biochemical FAK kinase activity assay | inhibition, %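 (tested at 7 µM)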 | hit rate 0.84% among 97,000 | AID 727; in the data active = inhibition above about 19%;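 also: 0% = DMSO and 100% = reference compound high control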
# Starred values were filed as active, the others as inactive; x = not tested or not shown; & = joins results of further samples; [ ] = remark or other dose.
SMILES,Mac1 fbg inh,CD11b adhes enh,Plk1 PBD FP,ERa coact inh,ERb SRC1 inh,PLK1 inh,ERa coact pot,HIV Rev-RRE inh,FAK inh
c1ccc(Cn2ncc3c(N4CCOCC4)ncnc32)cc1,x,x,9,-6[fluorescence artefact?],-3[fluorescence artefact?],-14,106,-2,1
O=C1CC(N2CCN(Cc3ccc4c(c3)OCO4)CC2)C(=O)N1CCc1ccccc1 (stereo not drawn),-23,6,x,-2[fluorescence artefact?],6[fluorescence artefact?],x,92[fluorescence artefact?],x,x
CCOc1ccc(C)cc1S(=O)(=O)n1ccnc1,-3,1,7,-30,-30,-10,97,2,-1
Clc1ccc(Nc2nc(C3CC3)cs2)cc1,35,-4,30,x,x,-8,x,13,17
O=C(O)CNC(=O)c1ccc2c(c1)OCCO2,37,5,3,-10,-9[fluorescence artefact?],-10,120,3,-4
COc1ccc(S(=O)(=O)N2CCC(C(=O)NCc3cccc(OC)c3)CC2)cc1,8,0,-16,0,-2,-12,135,3,2
CCc1nc(SCC(=O)NCc2ccco2)c2c3c(sc2n1)CCCC3,-36,5,19,11[fluorescence artefact?],11[fluorescence artefact?],-29,179,-3,-11
C/C=C/Cn1c(SC)nc2c1c(=O)[nH]c(=O)n2C,0,0,x,-8,0,x,113,x,x
CCOC(=O)c1cccc(NC(=O)C(C)N2C(=O)c3ccccc3C2=O)c1 (stereo not drawn),2,-2,2,-6,-4,-12,98,9,3
Cc1ccc(OCc2nn3c(-c4n[nH]c5c4CCC5)nnc3s2)cc1,1,5,x,73*[fluorescence artefact?],54*,x,35[fluorescence artefact?],x,x
CCCCCCn1c(SCCC)nc2c1c(=O)[nH]c(=O)n2C,-3,-1,-3,-4,-10[fluorescence artefact?],-3,101,5,-9
O=c1cc(-c2ccccc2)c2ccccc2[nH]1,-7,4,16,8,-2[fluorescence artefact?],-6,97,8,19*
Cn1c(=O)n(CCc2ccccc2)c(=O)c2c1ncn2Cc1ccccc1,-37,17,-5,-13,-8,-5,111,11,0
O=C(NC1CCCC1)C(c1ccsc1)N(Cc1ccco1)C(=O)Cc1cccs1 (stereo not drawn),-2,0,-26,-6,2,1,116,1,3
COc1cc2c(C)nc3onc(-c4ccccc4)c3c2cc1OC,-17,2,-18,-2,10,-10,106,6,-2
CCN(CC)c1ccc(NC(=O)Nc2cccc(C(C)=O)c2)cc1,0,0,-5,1,19[fluorescence artefact?],-6,94[fluorescence artefact?],-6,0
COC(=O)c1cccc(NC(=O)/C(=C\c2ccccc2)NC(=O)c2ccccc2Cl)c1,15,-2,3,x,x,-11,x,-1,7
CCc1ccc2c(c1)c(N=NC1=NC(=O)CS1)c(O)n2CC,x,x,-2,x,x,-11,x,-1,-3
CC(=O)n1cc(C(C[N+](=O)[O-])SCCN)c2ccccc21 (stereo not drawn),x,x,3,10,-4,1,87,3,-2
CCOc1ccc(N(CC(=O)NC2CCCCC2)S(=O)(=O)c2c(C)noc2C)cc1,x,x,3,2,9[fluorescence artefact?],3,98,4,-2
CCOc1ccc2nc(SC3CC(=O)N(c4ccccc4)C3=O)sc2c1 (stereo not drawn),-6,-1,-13,x,x,-1,x,10,-8
c1ccc(-c2oc3ncnc(NCCCn4ccnc4)c3c2-c2ccccc2)cc1,9,-3,-16,-3,1,19,108,3,17
CCN(c1ccccc1)S(=O)(=O)c1cc(OC)ccc1OC,3,-5,-6,8,-3,-11,100,-1,0
O=C(NC1CCCCCC1)C1CCCN(S(=O)(=O)c2cccs2)C1 (stereo not drawn),-7,1,-11,2[fluorescence artefact?],-16,-10,118,8,2
COc1ccc(CC(=O)Nc2c3c(nn2C(C)(C)C)CS(=O)C3)cc1 (stereo not drawn),7,2,17,-5,-17[fluorescence artefact?],-4,94,7,0
CCCCc1nc2ccccc2c(NC(=O)CNC(C)(C)C)c1CCC,-10,-4,13,-1,-7,-4,119,6,1
O=C(Nc1ccc(N2CCOCC2)c(Cl)c1)c1ncn[nH]1,-8,-2,-12,-3,-4,-4,103,10,-3
COCCCNC(=O)c1ccc(Cn2c(=O)c3ccccc3n(Cc3cc(C)ccc3C)c2=O)cc1,1,7,3,18[fluorescence artefact?],7,-13,102[fluorescence artefact?],10,2
COc1ccccc1Nc1nc(C)cs1,-4&3,-1&1,16&-21,-7&-6,4&-4,-5&-11,111&104,13&-3,1&1
CC(CCc1ccco1)NC(=O)Cn1ncc2c1-c1ccccc1OC2 (stereo not drawn),15,2,6,11,10,-12,107,-1,-2
COC(=O)CSc1nc(N)nc(C)c1Br,-1,-1,-4,-12,-5,-14,102,4,-1
CSCSC1=C(C#N)C(c2ccccc2Cl)C(C(C)=O)=C(C)N1 (stereo not drawn),-4,-4,26,-4[fluorescence artefact?],-3[fluorescence artefact?],-11,115,13,18
O=C(Nc1cccnc1)C1(c2ccccc2)CCCC1,-19,3,9,-7[fluorescence artefact?],-4,-18,94,2,0
CCn1c(SCC(=O)Nc2cc3oc4ccccc4c3cc2OC)nnc1-c1cccs1,7,36,26,43,22,-13,100,-2,0
COc1ccc(C(=O)NCCN2CCOCC2)cc1OC,x,x,9,-5[fluorescence artefact?],1[fluorescence artefact?],-13,99,9,0
COc1ccc(OCCCC(=O)Nc2cc([N+](=O)[O-])ccc2C)cc1,1,0,-4,x,x,-7,x,9,-4
O=C(OCc1ccccc1)c1cccc(-c2nnn(Cc3ccccc3)n2)c1,0,-2,-23,7,1,-10,98,18,-1
Cc1ccc(SCCNC(=O)C(CO)(CO)CO)cc1,-4,-1,26,0,-1,-7,101[fluorescence artefact?],6,0
Brc1cccc(-c2nnc(-c3ccccc3)o2)c1,-1,-2,-1,12[fluorescence artefact?],3[fluorescence artefact?],-8,108,7,1
Cc1c(C)n(Cc2ccccc2)c2ncnc(N)c12,34,1,-6,1,8[fluorescence artefact?],7,75,-1,1
O=C(Nc1cccnc1)c1ccc2snnc2c1,x,x,-19,-65[fluorescence artefact?],-63,-10,184[fluorescence artefact?],6,1
Cc1ccsc1C(=O)N(c1nc2ccccc2s1)c1c(C)cccc1C,18,-4,-10,-3,-4,-6,126,2,-11
O=C(OCc1ccccc1)N1CCOCCOCCN(C(=O)OCc2ccccc2)CCOCCOCC1,x,x,6,x,x,-8,x,6,5
Cc1ccc2cc(CN(C(=O)c3ccncc3)C(C)C)c(=O)[nH]c2c1,-7,22,13,-9,6,7,103,13,3
CCOC(=O)C1CCCN(S(=O)(=O)c2cccs2)C1 (stereo not drawn),10,-3,1,-26,-19,-4,115,-2,-1

# 4 entries out of the list above, arranged by the number in ERb SRC1 inh, highest first:
mol | ERb SRC1 inh
Cc1ccc2cc(CN(C(=O)c3ccncc3)C(C)C)c(=O)[nH]c2c1 | 6
O=C(OCc1ccccc1)c1cccc(-c2nnn(Cc3ccccc3)n2)c1 | 1
O=C(Nc1cccnc1)C1(c2ccccc2)CCCC1 | -4
COC(=O)CSc1nc(N)nc(C)c1Br | -5

# Next entries follow.
SMILES,Mac1 fbg inh,CD11b adhes enh,Plk1 PBD FP,ERa coact inh,ERb SRC1 inh,PLK1 inh,ERa coact pot,HIV Rev-RRE inh,FAK inh
O=C(CCn1cccc1)NCc1ccc(Cl)cc1,-12,-2,-37,1[fluorescence artefact?],-1[fluorescence artefact?],-17,92,5,10
Cc1cc(C(N)=O)c2ccccc2n1,-2,0,-6,-3,5[fluorescence artefact?],-2,128,4,0
O=C(CN1CCOCC1)c1c[nH]c2ccccc12,x,x,9,-10,-4,-7,89,-1,-4
Cc1ccc(Cn2ccc(NC(=O)c3cc4nc(-c5ccco5)cc(C(F)(F)F)n4n3)n2)cc1,x,x,-8,14,31[fluorescence artefact?],-14,78[fluorescence artefact?],10,10
O=C(NCc1ccccc1)N(Cc1cc2cc3c(cc2[nH]c1=O)OCCO3)CC1CCCO1 (stereo not drawn),3,-2,-2,-3,4,-1,99,7,-2
O=C(CSc1c[nH]c2ccccc12)N1CCCc2ccccc21,0,1,-4,-6,-8,-10,116,6,0
C=CCn1c(SCC(=O)Nc2ccc3c(c2)OCO3)nnc1-c1ccccc1,4,-7,15,1,0[fluorescence artefact?],-7,102,0,0
CC1(C)CC(N2CCC(=O)N(C3CC(C)(C)NC(C)(C)C3)C2)CC(C)(C)N1,5,8,x,-2,-2,x,117,x,x
c1ccc(-n2ncc3c(NCC4CCCO4)ncnc32)cc1 (stereo not drawn),x,x,9,-5,-3,-1,117,1,-2
Cc1ccc(-c2nnc3c4ccccc4c(C)nn23)cc1NC(=O)CN1CCOCC1,-10,1,-8,-15,-7,-11,111,-2,-2
Cc1ccnc(NC(=O)c2ccccc2NC(=O)C(C)(C)C)c1,x,x,11,-2,-1,-13,106,5,2
CC(=O)Nc1nonc1NC(=O)CSc1ncn[nH]1,-4,-3,2,-4,2,-6,110,3,-3
CCCSc1nc(=O)n2cccc(C)c2n1,1,-3,7,x,x,-4,x,6,-2
O=C(CCc1ccc(S(=O)(=O)N2CCOCC2)cc1)Nc1cc(Cl)ccc1N1CCOCC1,-1,-1,20,x,x,6,x,4,-8
CCOc1ccc2c(c1)sc(=NC(=O)C1CC1)n2C,-11,4,-30,0,-2,-6,96,3,-1
Cc1ccc(CNC(=O)COC(=O)c2cnccn2)cc1,0,4,16,-10,-18,-13,107,7,3
Cc1nc2nc(SCC(N)=O)[nH]c2cc1Br,4,3,34,-1,-13,-13,132[fluorescence artefact?],12,0
Cc1cc2ccccc2c(=O)n1CC(=O)NCC(=O)N1CCN(c2ccccc2F)CC1,-9,-1,-5,-7,5,-7,100,6,3
COC(=O)[C@@H](NC(=O)Nc1ccc(OC)cc1)C(C)C,-16,1,-4,0,15,-14,127,7,-6
CC1=C(C(=O)OC2CCCCC2)C(c2ccc(C)o2)C2=C(CCCC2=O)N1 (stereo not drawn),29,14,-2,0[fluorescence artefact?],-2[fluorescence artefact?],-16,84,-1,7
Cc1ccc2c(c1)-c1c(ssc1=S)C(C)(C)N2C(=O)CSC1=NCCS1,7,-6,-11,x,x,-6,x,0,1
CC(NC(=O)c1ccco1)C(=O)OCc1cccc(Cl)c1 (stereo not drawn),9,-3,30,-7,-5,-12,94,-2,0
CSc1cccc(NC(=O)C2CCN(S(=O)(=O)c3ccc(F)cc3)CC2)c1,12,0,0,-4,0,-1,100,3,-7
COCCCNC(=O)c1ccccc1SC,3,2,2,3,-6,-11,95,8,1
Cc1cccnc1NCC(O)COc1ccccc1 (stereo not drawn),2,0,5,-5,-10[fluorescence artefact?],-9,118,5,-1
Cn1c(/N=C/c2c[nH]c3ccccc23)nc2ccccc21,11,-7,10,0,1,-2,80[fluorescence artefact?],12,3
CCOC(=O)CNC(=O)CNC(=O)c1ccc(OC)cc1,7,0,x,4[fluorescence artefact?],5,x,105,x,x
O=P(O)(CP(=O)(c1ccccc1)c1ccccc1)c1ccccc1O,x,x,-10,-5,-8[fluorescence artefact?],-9,96,5,2
CCOc1ccccc1C1CC(=O)Nc2c1c(=O)n(C)c(=O)n2C (stereo not drawn),-1,5,11,x,x,-9,x,4,0
O=C(Nc1ccc2c(c1)OCCO2)NC12CC3CC(CC(C3)C1)C2,38,-1,-17,-6,-8,-10,112,5,5
Cc1ccc(C2=[N+]([O-])C(C)(C)CC2)cc1,-8,-3,12,3[fluorescence artefact?],-3[fluorescence artefact?],-8,114,10,-2

# Compounds were not picked by outcome; about 4.7% have a hit in one of these screens.
